Source: PubChem (several laboratories)
GSK3beta inhib = inhibitors of human GSK3beta kinase; P49841; activity score (negative = inhibition), % at 10 µM; hit rate 0.038% among 300,000; GST-GSK3beta kinase, ADP-Glo luminescence, 60 min; stronger effect = lower value;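 active means more than half of replicate wells score below -50%, meaning over 50% inhibition versus plate controls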;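 further: 0% = median DMSO wells and -100% = median GW8510 positive control wells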
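Test system: GST-fused GSK3beta enzyme, cell-free | Quantity: 1.6 ng GST-GSK3beta enzyme per well | Reagent: 25 µM ATP with peptide substrate | Schedule: 60 min enzyme reaction, room temperature | Signal: Luminescent ADP-Glo measurement of ADP formed | Read-out basis: Score relative to plate controls | Control set: DMSO and 20 µM GW8510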
KCNQ1 act = human KCNQ1 channel potentiation or activation. B-score at 10 µM. hit rate 0.35% among 310,000. P51787. CHO-K1 KCNQ1, thallium flux FluxOR fluorescence; stronger effect = higher value;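 active means fluorescence ratio B-score, a plate-corrected score, at least three library SD, with initial intensity B-score within 5 SD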
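Assay system: CHO-K1 cells stably expressing KCNQ1. Medium: assay buffer for compound exposure, DMSO matched across wells. Timing: 37 °C overnight plating, 90-min dark dye load, 20-min compound pretreatment. Signal: kinetic FluxOR fluorescence, 10 s baseline plus 110 s post-stimulus.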
PolyA inh = blocks polyadenylation in yeast reporter cells; S. cerevisiae SKY197-pL101 polyadenylation reporter, beta-gal luminescence; efflux-impaired pdr1/pdr3 knockout yeast; score 100 = 6 SD above DMSO; calls only at 12 µM; hit rate 0.02% among 300,000;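 active means lowest replicate activity score at least 50, where 100 means six control SD above control mean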;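 further: yeast exposed to compound for 9 h at 30 °C; higher score means more reporter readthrough which indicates perturbed polyadenylation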
KCNK3 block = human KCNK3 channel inhibition, primary screen; O14649; CHO-KCNK3 thallium flux, FluxOR fluorescence; stronger effect = lower value; B-score at 10 µM; hit rate 0.84% among 340,000;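 active means B-score under library mean minus 4 SD, starting fluorescence ratio at most library mean plus 5 SD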;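 further: more negative B-score means stronger inhibition of thallium flux through KCNK3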
RGS4 pot = potentiators or activators of RGS4; HEK293 M3R/inducible RGS4, carbachol calcium flux Fluo4; stronger effect = lower value; B-score at 10 µM; hit rate 0.92% among 310,000; AID 463111;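 active means B-score of the integrated calcium signal more than 4 SD below the library mean, with starting fluorescence not abnormally high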;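 further: negative B-score means reduced calcium response which marks RGS4 activation or potentiation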
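Assay system: HEK293 FlpIn-TREx cells, stable M3R, doxycycline-inducible RGS4 / Probe or stimulus: carbachol, ECmax concentration / Times: overnight RGS4 induction, 30 min dye load 37 °C, 20 min compound RT / Signal: kinetic calcium fluorescence imaging with Fluo4-AM dye, 2 µM / Measure: Agonist-evoked peak-minus-minimum fluorescence over baseline, integrated ratio, B score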
RGS4 inh = human RGS4 inhibition; P49798; HEK293 M3R/RGS4 inducible, Fluo-4 calcium flux; stronger effect = higher value; triggered by carbachol at its EC20; B-score at 10 µM; hit rate 0.45% among 310,000;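 active means B-score, a plate-corrected calcium signal, over three deviations above library mean, with baseline fluorescence within five deviations of library mean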;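 further: RGS4 expression induced by doxycycline in cells with stable M3 receptor; B-score is computed from the integrated fluorescence ratio over baseline after carbachol; higher B-score means a larger calcium signal and so more RGS4 inhibition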
GSK3A inh = blocks human GSK-3 alpha kinase | hit rate 0.1% among 320,000 | AID 2650 | P49840 | inhibition, % at 10 µM | ADP-Glo luminescence, 60 min;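 in the data active means inhibition above about 50%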;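 further: GST-tagged GSK-3 alpha with peptide substrate and 25 µM ATP; 0% = DMSO neutral wells and 100% = GW8510 positive control wells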
KCNK9 block = blocks the human KCNK9 two-pore domain potassium channel | Q9NPC2 | hit rate 1.2% among 310,000 | B-score at 10 µM | HEK293 KCNK9, FluxOR thallium flux fluorescence; stronger effect = lower value;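 active means ratio B-score over 3 SD below the library mean, with starting fluorescence within 5 SD of its mean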;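 further: negative B-score means less thallium flux so channel inhibition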
Dyrk1A ADPGlo = Dyrk1A (rat) kinase inhibition; Q63470; ADP-Glo luminescence, NFATc1 peptide; inhibition, % at 12.5 µM; hit rate 0.43% among 310,000; AID 504441; in the data active means inhibition above about 50%;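 further: plate controls were vehicle with enzyme for no effect and no enzyme for full effect; many of its hits are not listed in these tables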
hERG rescue = hERG (human) protection from proarrhythmic block | Q12809 | CHO-hERG, FluxOR thallium flux, dofetilide IC70 present | activation (rescue from dofetilide block), less the hit threshold, % at 10 µM | hit rate 0.51% among 310,000 | AID 1511;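 active means activation above the mean of controls blocked by dofetilide plus 5 SD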;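 further: thallium influx through hERG after potassium depolarization seen as dye fluorescence rise; in these data hits start at about 4.7%; inactives centre near -7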
Target sequence (Q12809 whole entry, looked up): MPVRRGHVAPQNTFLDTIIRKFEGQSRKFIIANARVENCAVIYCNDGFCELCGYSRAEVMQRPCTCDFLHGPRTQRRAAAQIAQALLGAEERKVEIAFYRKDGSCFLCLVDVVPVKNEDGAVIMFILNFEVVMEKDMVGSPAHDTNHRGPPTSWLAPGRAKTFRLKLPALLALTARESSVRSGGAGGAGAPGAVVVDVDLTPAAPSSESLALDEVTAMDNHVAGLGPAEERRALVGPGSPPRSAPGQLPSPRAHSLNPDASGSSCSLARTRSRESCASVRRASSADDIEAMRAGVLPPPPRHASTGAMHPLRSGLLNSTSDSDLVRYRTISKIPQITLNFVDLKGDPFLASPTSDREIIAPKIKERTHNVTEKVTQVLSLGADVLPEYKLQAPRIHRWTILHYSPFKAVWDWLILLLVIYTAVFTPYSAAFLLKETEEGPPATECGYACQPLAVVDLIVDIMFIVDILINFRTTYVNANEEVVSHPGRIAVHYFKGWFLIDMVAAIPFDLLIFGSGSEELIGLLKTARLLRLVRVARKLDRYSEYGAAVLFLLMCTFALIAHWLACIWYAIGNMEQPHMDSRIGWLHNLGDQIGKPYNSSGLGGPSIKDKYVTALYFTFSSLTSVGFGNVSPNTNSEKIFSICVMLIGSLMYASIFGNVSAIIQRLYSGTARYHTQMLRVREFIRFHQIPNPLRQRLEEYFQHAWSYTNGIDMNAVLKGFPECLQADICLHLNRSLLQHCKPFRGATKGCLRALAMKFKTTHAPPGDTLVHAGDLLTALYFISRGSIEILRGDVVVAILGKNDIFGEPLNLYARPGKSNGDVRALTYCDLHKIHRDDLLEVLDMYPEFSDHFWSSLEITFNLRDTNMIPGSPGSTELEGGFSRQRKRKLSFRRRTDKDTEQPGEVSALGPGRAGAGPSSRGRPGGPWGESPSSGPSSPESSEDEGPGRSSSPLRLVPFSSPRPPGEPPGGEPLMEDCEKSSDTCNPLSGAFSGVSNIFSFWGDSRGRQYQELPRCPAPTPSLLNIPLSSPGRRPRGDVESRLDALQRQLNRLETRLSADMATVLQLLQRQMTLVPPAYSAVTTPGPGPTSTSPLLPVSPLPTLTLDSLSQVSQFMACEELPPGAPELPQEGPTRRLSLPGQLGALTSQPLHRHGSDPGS
KCNQ1 inh = human KCNQ1 channel inhibition | P51787 | CHO-K1 KCNQ1, FluxOR thallium flux fluorescence; stronger effect = higher value | B-score at 10 µM | hit rate 1.3% among 310,000;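 active means compounds whose thallium flux B-score, printed positive for inhibition, exceeds three library SD while starting fluorescence stays within three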;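 further: channel opened by potassium depolarization with thallium stimulus after 20 min compound exposure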
* hit, by the source's call; i = inactive; x = no result given.

SMILES	KCNQ1 act	RGS4 pot	PolyA inh	RGS4 inh	hERG rescue	GSK3beta inhib	KCNK3 block	GSK3A inh	Dyrk1A ADPGlo	KCNQ1 inh	KCNK9 block
Cn1c(=O)c2c(nc(N3CCCCC3)n2CCSc2nc3ccccc3s2)n(C)c1=O	i	i	i	i	-3.9	1.0	i	-1.9	3.7	i	i
Cc1cc(NC(=O)COC(=O)[C@@H](NS(=O)(=O)c2ccccc2)C(C)C)no1	i	i	i	i	-3.4	2.6	i	-2.0	0.7	i	i
COc1ccc(C2CCCN2C(=S)Nc2ccc(C)cc2Cl)cc1OC (configuration not stated)	i	i	i	i	-12.5	0.0	i	0.1	1.5	i	i
COC(=O)CSc1nc2ccccn2c(=O)c1C=O	i	i	i	i	-17.7	0.3	i	0.4	2.4	i	i
Cc1nn(CCCC(=O)Nc2cc(Oc3ccc(F)cc3)cc([N+](=O)[O-])c2)c(C)c1[N+](=O)[O-]	i	i	i	i	-8.9	1.2	-8.88*	-1.4	-10.4	i	i
CCNC(=O)CSc1nnc(-c2ccccc2)n1-c1ccc(OCC)cc1	i	i	i	i	-2.2	4.2	i	-3.4	-4.0	i	i
O=C(c1ccco1)N1CCN(C(=O)c2cccc3c2C(=O)N(C2CCCCC2)C3)CC1	i	i	i	i	-5.5	0.3	i	-0.7	3.4	i	i
O=C(Nc1ccccc1)OCCNC(=O)c1cccc(Cl)c1	i	i	i	i	-5.0	-2.2	i	1.2	-8.2	i	i
CCOc1cc(/C=N/n2c(C)nnc2C)ccc1O	i	i	i	i	-4.7	-0.3	i	-4.7	19.9	i	i
COc1cccc(C2CC(c3cccc(C)c3)n3ncnc3N2)c1 (configuration not stated)	i	i	i	i	-6.8	-0.1	i	0.3	5.5	i	i
Cc1ccc(C(=O)N/C(=C\c2ccc(C)o2)C(=O)O)cc1	i	i	i	i	-9.1	7.3	i	-2.8	8.5	i	i
CCOC(=O)CCn1cnc2ccc([N+](=O)[O-])cc2c1=O	i	i	i	i	-12.7	-0.1	i	-0.2	9.6	i	i
COc1ccc(/C=C2/SC(=O)N(CCC(=O)Nc3ccc(C)cc3)C2=O)cc1OC	i	i	i	i	-11.4	1.2	x	x	x	i	i
CCOc1cc(/C=N/NC(=O)CN2CCCCC2)ccc1OCc1cccc(Cl)c1	i	i	i	i	-39.3	-1.3	i	-2.0	-4.9	i	i
CCC1(c2ccc(F)cc2)NC(=O)N(CC(=O)Nc2ccc(S(N)(=O)=O)cc2)C1=O (configuration not stated)	i	i	i	i	-19.9	-2.7	i	-0.5	-9.4	i	i
CSc1nsc(SCC(=O)Nc2ccccc2C(=O)O)n1	i	i	i	i	0.7	1.2	i	-2.3	10.3	i	i
CC1=CC2=NC(=O)/C(=C\c3cccn3CCOc3ccccc3C)C(=N)N2O1	i	i	i	i	-5.6	-1.5	-8.87*	x	1.9	i	i
CSc1nc(-c2ccco2)nn1S(=O)(=O)c1ccc(C)cc1	i	i	i	i	-4.7	-1.1	i	x	4.2	i	i
CCOC(=O)N1CC=C2C(C#N)=C(N)C(C#N)(C#N)[C@H](c3ccsc3)[C@H]2C1	i	i	i	i	-2.7	-20.8	i	24.9	21.0	i	i
CCOc1ccc(-c2nnc(-c3cccs3)o2)cc1OCC	i	i	i	i	-13.9	1.9	i	-7.3	-2.6	i	i
O=C(COC(=O)/C=C/c1ccc([N+](=O)[O-])cc1)NCc1ccco1	i	i	i	i	-4.8	-1.6	i	-2.4	-7.0	i	i
CC1(C)CCc2cc(-c3ccn(S(=O)(=O)c4ccccc4Cl)n3)ccc2O1	i	i	i	i	3.6	-3.0	i	-3.1	x	i	i
Cc1cc(C(=O)NC2CCCCC2)on1	i	i	i	i	-12.8	0.9	i	-6.3	-5.8	i	i
S=c1[nH]c2ccccc2n2cccc12	i	i	i	i	1.7	-0.4	i	6.8	26.1	i	i
COCCN(C(=S)Nc1ccc(C)cc1)C(C)c1ccco1 (configuration not stated)	i	i	i	i	-8.4	-1.4	i	0.4	-4.0	i	i
O=C(Cc1ccccc1[N+](=O)[O-])NC1CC2CCC1C2 (configuration not stated)	i	i	i	i	-1.6	1.4	i	-1.8	1.5	i	i
Cc1ccc(NC(=O)C2CCCN(S(=O)(=O)c3cnc[nH]3)C2)cc1C (configuration not stated)	i	i	i	i	-1.2	0.4	i	-0.8	7.9	i	i
COc1ccc(C2=NOC(C)(c3sc(-c4ccc(Cl)cc4)nc3C)C2)cc1 (configuration not stated)	i	i	i	i	-3.9	3.0	x	-0.9	x	i	i
CN(C)CCCNC(=O)C(=O)Nc1ccc2c(c1)N(S(=O)(=O)c1cccs1)CCC2	i	i	i	i	-7.4	-2.3	i	2.8	-0.8	i	i
COc1ccc(C(c2sc3nc(C)nn3c2O)N2CCN(CCO)CC2)cc1OC (configuration not stated)	i	i	i	i	-7.3	-1.0	i	-1.5	-6.2	i	i
COc1ccc(CN2CC(C(=O)NCCCN3CCOCC3)CC2=O)cc1 (configuration not stated)	i	i	i	i	-8.6	0.7	i	-1.0	8.5	i	i
Cc1ccc(C(=O)NC2CC3CCC(C2)N3Cc2ccco2)cc1 (configuration not stated)	i	i	i	i	-16.0	-3.9	i	-2.6	-3.6	i	i
O=C(Nc1cccc(S(=O)(=O)N2CCOCC2)c1)c1cn(-c2ccccc2)nc1-c1ccccc1	i	i	i	i	-9.8	2.7	i	-2.8	-2.8	i	i
COc1ccc(C(=O)NC(C)(C)C)cc1S(=O)(=O)N1CCCC1	i	i	i	i	-14.3	0.5	i	2.7	-3.1	i	i
CC(=O)c1cccc(CN2CCN(CC(C)C)C(CCO)C2)c1 (configuration not stated)	i	i	i	i	-11.2	-1.2	i	x	x	i	i
CN(CC(=O)Nc1ccccc1Br)C(=O)CNC(=O)c1ccco1	i	i	i	i	-10.8	-3.2	i	-4.8	-4.1	i	i
O=C(CSC1=NS(=O)(=O)c2ccccc2N1)Nc1cccc(F)c1	i	i	i	i	-3.0	0.6	i	x	9.6	i	i
Cc1ccc2c(C(=O)CSc3ccccc3)c(C)[nH]c2c1	i	i	i	i	-3.2	2.3	i	1.1	-0.1	i	i
COc1ccc(N(C(=O)c2ccco2)S(=O)(=O)c2cc(Cl)c(Cl)cc2Cl)cc1	i	i	i	i	-11.6	0.1	i	0.1	-2.8	i	i
O=C(CNC(=O)c1ccco1)N=Nc1c(O)n(CCc2ccccc2)c2ccccc12	i	i	i	i	-11.9	0.8	i	2.2	-0.2	i	i
O=S(=O)(Nc1cccnc1)c1cccc(Cl)c1	i	i	i	i	1.6	3.8	i	-2.5	4.0	i	i
CN1CCC(N(C)S(=O)(=O)c2ccc(C(C)(C)C)cc2)CC1	i	i	i	i	-5.1	-1.0	i	-1.4	-2.9	i	i
Cc1nc2ccccc2c(=O)n1NC(=O)c1ccccc1[N+](=O)[O-]	i	i	i	i	-7.6	0.1	i	-3.0	-2.5	i	i
CN(Cc1ccccc1)CC(O)COc1ccc(CNCc2nccn2C)cc1 (configuration not stated)	i	i	i	i	-9.9	2.0	i	-1.3	-6.0	i	i
COc1ccc(S(=O)Cc2ccc(C(=O)N3CCN(C(=O)c4ccco4)CC3)o2)cc1 (configuration not stated)	i	i	i	i	-9.5	3.2	i	0.6	-0.4	i	i
NC(=O)CC(NC(=O)c1ccc(Br)cc1)c1ccc(NCc2ccc(F)cc2)c([N+](=O)[O-])c1 (configuration not stated)	i	i	i	i	-8.6	2.8	i	1.2	0.3	i	i
CCOC(=O)CNC(=O)C(CO)NC(=O)OCc1ccccc1 (configuration not stated)	i	i	i	i	-8.5	-1.1	i	1.9	1.9	i	i
C/C(=N\OC(=O)c1cccc(Cl)c1)c1sc(C)nc1C	i	i	i	i	-4.7	0.0	i	-2.1	4.3	i	i
Cc1c(C(c2ccc(C(=O)O)cc2)c2c(C)n(C)n(-c3ccccc3)c2=O)c(=O)n(-c2ccccc2)n1C	i	i	i	i	-4.8	0.1	i	-1.5	-3.7	i	i
CCNc1nc(NC(C)C)nc(N(C#N)Cc2ccccc2)n1	i	i	i	i	-2.0	0.5	i	3.1	8.6	i	-7.32*
COc1ccc(CN2CCc3cc(OC)c(OC)cc3C2)cc1O	i	i	i	i	-5.0	2.1	i	0.4	-1.5	i	i
CCOC(=O)c1sc(Nc2cccc(Cl)c2)nc1C	i	i	i	i	-7.9	-5.6	i	-0.8	3.6	i	i
CCOc1ccc(CCNC(=O)c2cc(C)nn2-c2ccccc2)cc1	i	i	i	i	-10.3	-1.2	i	-1.2	-3.5	i	i
O=C(NCC1CCCN1S(=O)(=O)c1cccs1)c1c(F)cccc1F (configuration not stated)	i	i	i	i	-14.9	1.4	i	-0.5	-4.6	i	i
Cc1c(CN2CCC(CO)(CC3CCCCO3)CC2)cnn1C (configuration not stated)	i	i	i	i	-7.6	3.1	i	-2.4	1.4	i	i
Cc1ccc(C)c(S(=O)(=O)N2CCN(CC(=O)Nc3ccc4c(c3)OCCO4)CC2)c1	i	i	i	i	-4.3	-0.3	i	-1.6	1.7	i	i
Cc1cc(OCC(=O)NC(Cc2ccc(Cl)cc2)C(=O)O)c2c(C)cc(=O)oc2c1 (configuration not stated)	i	i	i	i	-6.3	1.4	i	1.4	3.6	i	i
COC(=O)CN1C(=O)Nc2ccc(Cl)cc2C1c1ccccc1 (configuration not stated)	i	i	i	i	-0.6	-0.8	i	-5.1	12.0	i	i
CCOc1ccc2nc(NC(=O)Cc3cccs3)sc2c1	i	i	i	i	-2.3	-4.3	i	-0.2	12.9	i	i

Only part of the results is shown; the hit share may differ from the screen's.
